NPYLR7 agonist: activates Aedes aegypti NPYLR7 receptor. activation, % at 10 µM. AID 1259423. HEK293T NPYLR7/Galpha15, GCaMP6s calcium fluorescence. 0.15% of 270,000 active; in the data active = activation above about 40%;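 note: 0% = vehicle and 100% = reference agonist at the receptor; some compounds past the cut are filed as inactive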
hcGAS lum: blocks human cGAS activity | Q8N884 | recombinant h-cGAS, ATP depletion, Kinase-Glo luminescence | inhibition, % at 12.5 µM | 0.081% of 290,000 active | AID 1259398;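 note: 0% = vehicle reaction and 100% = reaction without DNA for no activity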
Target sequence (Q8N884 whole entry, looked up): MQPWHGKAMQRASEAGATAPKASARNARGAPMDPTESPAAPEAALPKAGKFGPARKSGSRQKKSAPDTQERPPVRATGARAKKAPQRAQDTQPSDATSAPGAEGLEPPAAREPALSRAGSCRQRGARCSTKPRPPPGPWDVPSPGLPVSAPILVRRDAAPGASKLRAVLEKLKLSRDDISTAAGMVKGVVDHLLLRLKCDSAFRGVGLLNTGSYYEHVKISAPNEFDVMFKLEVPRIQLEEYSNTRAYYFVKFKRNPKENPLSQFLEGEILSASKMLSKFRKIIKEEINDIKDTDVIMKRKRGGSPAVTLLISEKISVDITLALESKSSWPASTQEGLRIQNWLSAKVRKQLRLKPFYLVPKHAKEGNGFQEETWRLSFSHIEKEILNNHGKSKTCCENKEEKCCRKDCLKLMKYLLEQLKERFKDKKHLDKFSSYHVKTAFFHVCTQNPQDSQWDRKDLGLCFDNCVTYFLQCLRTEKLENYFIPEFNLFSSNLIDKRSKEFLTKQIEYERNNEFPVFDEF
mcGAS lum: blocks mouse cGAS activity. 0.15% of 160,000 active. AID 1259399. recombinant cGAS, Kinase-Glo ATP depletion luminescence. inhibition, % at 12.5 µM. Q8C6L5;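 note: 0% = negative control wells and 100% = reference inhibitor with no enzyme activity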
Starred values were filed as active, the others as inactive; · = no result given; & = joins results of further samples. Cut-off read from the data, not from the text of the source, unless noted: active = inhibition above about 40%; inactive = the rest.

Sequence of screens: NPYLR7 agonist	hcGAS lum	mcGAS lum
- CC(=O)OCc1cnn(Cc2ccc(Br)cc2)c1
    3	-9	·
- Cc1cc(C2CCC2)nc(N2CCC3(CC2)CNC(=O)O3)n1
    2	-2	-7
- CCc1c(C)nn(CC(=O)N2CCn3cccc3C2C)c1C (stereo not given)
    4	-6	·
- Cc1ccc(CSc2nc3c([nH]c4ccccc43)c(=O)n2C)cc1
    0	-7	-8
- Fc1cccc2sc(Nc3nnc(-c4cccs4)o3)nc12
    -3	9	8
- CC(C)(C)c1cc2nc(-c3ccccc3Cl)cc(C(=O)N3CCN(c4ccccc4Cl)CC3)n2n1
    11	-3	-9
- CCOC(=O)Cn1c(CN2CCOCC2)nc2c1c(=O)n(C)c(=O)n2C
    10	-4	-5
- Cc1ccc(N2CCN(C(=O)c3ccco3)C(C)C2=O)c(C)c1 (stereo not given)
    -4	-5	-4
- O=C(CN1CCCC1)c1ccc(Cl)s1
    -4	-21	·
- Cc1ccc(-c2csc3ncn(CC(O)COc4ccc(F)cc4)c(=O)c23)cc1C (stereo not given)
    -1	-3	-2
- CN(C)c1ccc(CNC(=O)COC(=O)c2cc(Br)c[nH]2)cc1
    -3	-2	-17
- O=C(c1ccccc1)c1ccc2c(c1)N=C1CCCC(=O)C1C(c1cccs1)N2 (stereo not given)
    -10	-1	-5
- Cc1ccc(CN(C)CN2C(=O)NC3(CCCCC3C)C2=O)cc1 (stereo not given)
    7	-3	-8
- Cc1ccc(Cc2nsc(N(CCC(=O)NCCCN3CCOCC3)CC(C)C)n2)cc1
    18	-1	-3
- Cc1ncc(CN2CCC(CNS(=O)(=O)C3CC3)C2)cn1 (stereo not given)
    3	-8	-19
- C/C=C/C(=O)Nc1sc(-c2ccccc2)cc1C(=O)OCC
    -3	-4	-6
- COc1ccc(NC(=O)CSc2ncc(S(=O)(=O)c3ccc(C)cc3)c(=O)[nH]2)c(OC)c1
    -16	21	5
- O=c1c2cnc3nc4ccccc4n3c2ccn1-c1ccc(F)c(F)c1
    -1	-4	·
- CCn1ccnc1CNC(=O)c1ccc2oc(CCCc3ccccc3)nc2c1
    2	-9	-10
- CCOCC(=O)Nc1c(C)nc2sccn2c1=O
    7	-8	-7
- Cc1noc(NS(=O)(=O)c2ccc(NC(=O)c3ccc(Br)cc3)cc2)c1C
    -7	-4	-7
- CN(C)c1cccc(C(NC(=O)c2cc(F)ccc2C(F)(F)F)c2ccc(S(C)(=O)=O)cc2)c1 (stereo not given)
    -15	0	·
- COc1cccc(-c2n[nH]c3ccnc(-c4cccc(O)c4)c23)c1
    2	0	-2
- Cc1nn(-c2ccccc2)c(N)c1N=Nc1cccnc1
    2	-4	·
- CC(=O)Nc1ccc(CN2CCN(Cc3ccc(C)o3)C(CCO)C2)cc1 (stereo not given)
    5&-2	-6&3	·
- Clc1ccc(Nc2nc(NCCN3CCOCC3)nc3nccnc23)cc1
    -3	10	·
- COc1ccc(CCN2CC3=C(C2=O)C(c2ccc(OC)c(OC)c2)NC(=O)N3)cc1 (stereo not given)
    0	-7	-8
- COC(=O)Cn1c(=O)c2c(nc3n2CCCN3c2ccc(Br)cc2)n(C)c1=O
    ·	-7	-10
- Cc1cccc(NC(=O)N2CCSC23C(=O)N(Cc2ccccc2Cl)c2ccc(C)cc23)c1 (stereo not given)
    12	-2	-4
- O=C(C1CCC1)N(Cc1ccccc1Cl)CC1CC(c2ccc3c(c2)OCO3)=NO1 (stereo not given)
    13	-7	-7

(more compounds)
Sequence of screens: NPYLR7 agonist	hcGAS lum	mcGAS lum
- O=S1(=O)CCN(c2cccc(NS(=O)(=O)c3cccc(F)c3F)c2)CC1
    9	-8	·
- CC1=C(C(=O)N2CCOCC2)C(c2ccc(N(C)C)cc2)N(C)C(=S)N1C (stereo not given)
    -4	-3	·
- CCc1nccn1CCC(=O)N1C[C@H]2CC[C@@H]1CN(C(=O)N(C)C)C2
    ·	-16	-7
- CC1CN(C(=O)Nc2ccccc2C(F)(F)F)c2cccnc2N1 (stereo not given)
    -5	-5	·
- CC(C(N)=O)N1CCCN(S(=O)(=O)c2ccc(F)cc2)CC1 (stereo not given)
    -10	-4	·
- COc1cccc(CN(C)C(=O)c2sc(=O)n(CCc3ccccc3)c2C)c1
    8	-9	·
- O=C(Nc1ncccc1O)c1ccccc1Br
    18	3	·
- COCCCNC(=O)c1cc2n(n1)CCN(Cc1ccc(OC)cc1)C2=O
    17	-2	-6
- CCSc1nc(CC(=O)N2CC[C@H]3CC[C@@H](C2)N3)cs1
    19	-9	-20
- O=S(=O)(c1cc2c(cc1Br)OCCO2)N1CCc2sccc2C1
    1	-1	·
- CCc1nc2n(n1)C(=O)C(C(c1ccc(Cl)c(Cl)c1)N1CCN(CCO)CC1)S2 (stereo not given)
    -1	-10	-7
- CC(=O)n1cc(/C=C2/C(=O)NC(=O)N(c3ccccc3C)C2=O)c2ccccc21
    -6	-5	-4
- Cc1nonc1CN(C)c1ncnc2sc3c(c12)CCNC3
    0	2	-7
- FC(F)(F)C1CN(c2cnc3ccccc3n2)CCO1 (stereo not given)
    ·	-3	-15
- COc1ccc(CN(C(=O)OC(C)(C)C)C2CCC(C(=O)N3CCOC(Cc4ccccc4)C3)CC2)cc1C (stereo not given)
    3	-4	-7
- CCc1csc(CNC(=O)c2ccc(-c3ncn[nH]3)cc2)n1
    -5	-4	-14
- Cc1cccc(CC(=O)NCCc2cc3ccc(C)cc3[nH]c2=O)c1
    23	-10	-10
- O=C(C1CCCN1S(=O)(=O)c1cccs1)N1CCN(c2nc3ccc(F)cc3s2)CC1 (stereo not given)
    0	-6	-9
- O=C(c1cccc(Cn2cccn2)c1)N1CC[C@@H](c2ccc(F)cc2)[C@H](O)C1
    -3	1	·
- COc1ccc(CCCNC(=O)c2ccc(N3CCCC(O)C3)nc2)cc1 (stereo not given)
    21	-5	·
- O=[N+]([O-])c1ccc(Nc2ccccc2O)c([N+](=O)[O-])c1
    7	-11	·
- Cc1cc(C)c(N2CC(c3nc4ccccc4n3C(C)C)CC2=O)c(C)c1 (stereo not given)
    -2	-5	·
- C=CCn1c(=S)sc2c(=O)[nH]cnc21
    -5	8	·
- Cc1ccc(NC2=C(Sc3cccc(NC(=O)c4ccco4)c3)C(=O)N(CC(C)C)C2=O)cc1
    ·	-6	-4
- C=C1CCC(OC(C)=O)/C(C)=C/C[C@@H]2[C@@H]1CC2(C)C (stereo not given in full)
    -9	-5	·
- CC1=C(C(=O)OC2CCCC(C)C2)C(c2cc3c(cc2Br)OCO3)NC(=O)N1 (stereo not given)
    2	-1	3
- O=C1NC2=C(C(=O)N(CCO)C2)C(c2ccc(F)cc2)N1 (stereo not given)
    6	-12	·
- Cc1cccc(N2CCN(Cn3nc(-c4cccs4)oc3=O)CC2)c1
    11	-11	·
- CC1(C(=O)NCc2cccs2)CCN1C(=O)c1ccccc1CCc1ccccc1 (stereo not given)
    8	-9	-4
- COc1cc(F)ccc1-c1c(-c2ccccc2)ncn1CC1CCOCC1
    15	-4	-14

Retrieved by structure from the entries so far:
Sequence of screens: NPYLR7 agonist	hcGAS lum	mcGAS lum
- Cc1cccc(CC(=O)NCCc2cc3ccc(C)cc3[nH]c2=O)c1
    23	-10	-10
- CC(C(N)=O)N1CCCN(S(=O)(=O)c2ccc(F)cc2)CC1 (stereo not given)
    -10	-4	·
- Cc1cccc(N2CCN(Cn3nc(-c4cccs4)oc3=O)CC2)c1
    11	-11	·
- CC1=C(C(=O)OC2CCCC(C)C2)C(c2cc3c(cc2Br)OCO3)NC(=O)N1 (stereo not given)
    2	-1	3

Single records (already shown). Values in the order: NPYLR7 agonist | hcGAS lum | mcGAS lum
COc1ccc(CCCNC(=O)c2ccc(N3CCCC(O)C3)nc2)cc1 (stereo not given) in the list: 21 | -5 | ·
Cc1cccc(N2CCN(Cn3nc(-c4cccs4)oc3=O)CC2)c1 in the list: 11 | -11 | ·
O=C(Nc1ncccc1O)c1ccccc1Br in the list: 18 | 3 | ·
CC1(C(=O)NCc2cccs2)CCN1C(=O)c1ccccc1CCc1ccccc1 (stereo not given) in the list: 8 | -9 | -4
O=C(C1CCCN1S(=O)(=O)c1cccs1)N1CCN(c2nc3ccc(F)cc3s2)CC1 (stereo not given) in the list: 0 | -6 | -9

Next section
Sequence of screens: NPYLR7 agonist	hcGAS lum	mcGAS lum
- CC(C)c1noc(C2CCCN2Cc2cn[nH]c2-c2ccc(F)cc2)n1 (stereo not given)
    3	-4	-11
- COc1ccc(S(=O)(=O)NCc2nnc(SCc3ccccc3C)n2-c2ccc(Cl)cc2Cl)cc1
    7	-5	-4
- CCOc1ccc(CCNC(=O)C2CC3(CCNCC3)CN2)cc1 (stereo not given)
    5	-3	-5
- COCCCNC(=O)C1CSC(c2ccccc2)N1C(=O)c1ccc(OC)cc1 (stereo not given)
    ·	-3	-3
- CCC/C=C/CN1CCC(CC(=O)NC)CC1
    ·	5	2
- COc1cc(NC(=O)c2cc(Cl)sc2Cl)c(C(N)=O)cc1OC
    9	-5	·
- O=C(COc1coc(CN2CCc3ccccc32)cc1=O)c1ccccc1
    4	-2	-6
- CCOc1nn(CC)cc1C(=O)Nc1ccc(C(N)=O)cc1
    -11	-1	-1
- O=C(Nc1ccccc1Nc1ccccc1)c1cccnc1Oc1ccc(Cl)cc1
    -22	-6	-4
- COc1ccc(Cn2ccnc2CN(C(=O)c2ccco2)c2ccccc2)cc1
    -1	-1	-4
- c1ccc2c(c1)NC1=C3OC[C@@H](O3)[C@H](C1)N2
    1	3	·
- O=[N+]([O-])c1ccc2nc(-c3ccco3)c(-c3ccco3)nc2c1
    8	-1	-2
- CN1CCC(C)(Cn2ccnc2-c2cnc[nH]2)C1 (stereo not given)
    3	-1	1
- CN(C)c1ccc(/C(=N\O)C(F)(F)F)cc1
    -1	-17	-7
- CN(Cc1ccc2nonc2c1)C(=O)c1cn(Cc2c(F)cccc2F)nn1
    16	-8	·
- O=C(CCC1CCCN(C(=O)CCc2ccccc2Cl)C1)NC1CC1 (stereo not given)
    8	-6	·
- CNc1nc2cnc(Nc3cccc(F)c3)cc2n1Cc1ccccc1
    9	-6	-8
- O=C(C1CCCO1)N1CCc2ccc(NC(=O)C3(c4ccccc4)CCOCC3)cc21 (stereo not given)
    1	-5	-10
- COCC(=O)N1CCN(C(C(=O)NCc2ccncc2)C2CCCC2)CC1 (stereo not given)
    -5	-4	-3
- CCC(C)C(C)N(C(=O)c1cc(S(C)(=O)=O)ccc1C)C1CC1 (stereo not given)
    4	-19	·
- CCC(C)NC(=O)CCN(c1nc(-c2cccs2)nc2ccccc12)C1CC1 (stereo not given)
    34	-9	-5
- COc1cccc(N2CC(C)Cn3c2nc2c3c(=O)[nH]c(=O)n2C)c1 (stereo not given)
    ·	-12	-8
- O=C(Cn1nc2c(c1NC(=O)COc1ccccc1)CSC2)NCc1ccccc1
    -5	-6	-1
- COc1ccc(NC(=O)CCn2c(-c3cccc(C)c3)n[nH]c2=S)cc1Cl
    9	-3	13
- CCN(Cc1ccc(OC)cc1)C(=O)c1cn2c(n1)CNCC2
    4	-4	·
- Cc1nc(C(C)Nc2nncc(-c3ccccc3)n2)c(C)s1 (stereo not given)
    -1	-2	-2
- COc1ccc(-c2noc(C3CC3c3ccco3)n2)cc1 (stereo not given)
    5	-7	·
- COc1cccc(Cn2cccc2CN(Cc2ccccc2)C(=O)CN(CC(C)C)S(=O)(=O)c2ccc(Cl)c([N+](=O)[O-])c2)c1
    1	-4	-6
- Cc1ccc(Cl)cc1-n1c(SCc2nc(C(=O)N3CCC4(CC3)OCCO4)cs2)nnc1-c1ccncc1
    -3	-18	-7
- Cc1ccc(-n2c(SCc3nc(C(=O)NCc4ccco4)cs3)nnc2-c2ccncc2)cc1
    1	-9	-6

Further compounds.
Sequence of screens: NPYLR7 agonist	hcGAS lum	mcGAS lum
- Cc1ccccc1-n1ncc2c(C)nn(CC(=O)N3CCN(c4ccccc4)CC3)c(=O)c21
    5	-2	·
- CCOc1ccccc1C(=O)Nc1ccc(-c2onc3c2CCc2cc(OC)ccc2-3)cc1
    4	6	0
- COc1ccccc1CN1CCC(Nc2ncnc3nc[nH]c23)CC1
    0	-3	·
- CC(=O)N1CCC(NCc2cc(Cl)c3c(c2)OCO3)CC1
    9	-10	-9
- CCCCn1c(N)c(N(CCC(C)C)C(=O)c2cc(C)oc2C)c(=O)[nH]c1=O
    4	-5	-3
- CC1(C(=O)NS(=O)(=O)Cc2cccc(Cl)c2)CCN1C(=O)CCc1cccs1 (stereo not given)
    -4	-4	-2
- COc1ccccc1-c1nc(Cn2nnc(C(=O)Nc3c(C)cccc3C)c2C)c(C)o1
    15	-5	-7
- N#CC1CCCCC1OC(=O)CCc1nc(C2CC2)no1 (stereo not given)
    -1	-7	·
- Cc1nc(C)c(CC(=O)N2CCCC(Nc3ccc4c(c3)OCO4)C2)c(=O)[nH]1 (stereo not given)
    12	-4	·
- CC(=O)c1ccc(NC(=O)CSc2ccc(-c3ccc(-n4cccn4)cc3)nn2)cc1
    -8	-9	-8
- CCc1nn(C)c2c(=O)n(CC(O)c3ccccc3)cnc12 (stereo not given)
    3	-1	·
- OCC1(Cc2ccccc2)CCCN(Cc2ccc(F)cc2Cl)C1 (stereo not given)
    0	-5	·
- Cc1cc(=O)[nH]c(-n2nc(-c3cccs3)cc2NC(=O)CC(C)(C)C)n1
    -2	-8	·
- NNc1ccc(-c2cccc([N+](=O)[O-])c2)nn1
    -5	-7	·
- Cc1cccc(C(NC2CCN(C(=O)C(C)C)CC2)c2cccs2)c1 (stereo not given)
    -1	-1	·
- Cc1cn2c3c(=O)n(Cc4ccc(Cl)cc4)c(=O)n(C)c3nc2n1CCN1CCOCC1
    ·	-12	-8

High-throughput results (PubChem)
